PP1 counter – counter-screen for PP5 inhibitors: inhibitors of human PP1-alpha; P62136; purified PP1alpha, OMFP fluorescence; inhibition, % at 6.7 µM; 320,000 compounds, 0.9% hits;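 active = inhibition above the mean inhibition of all tested compounds plus 3 SD, computed separately for each screening campaign, cut at about 15% in these data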
VLA-4 inh – inhibition in a human VLA-4 binding assay; VLA-4 expressing cells, ligand binding flow cytometry; AID 2557; inhibition, % (about 7 µM as worked out from the volumes in the protocol); P13612; 330,000 compounds, 0.2% hits; in the data active = inhibition above about 50%
GASC-1 inh – blocks human GASC-1 demethylase activity; inhibition, % at 2.35 µM; GST-JMJD2C(1-420) H3K9me3 demethylation, DELFIA europium; Q9H3R0; 330,000 compounds, 0.069% hits; AID 2099;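 active = more than half of a compound's replicate wells show inhibition beyond 50%, single wells judged on their own value; inconclusive = some, but no more than half, of replicates pass 50% inhibition; inactive = no replicate passes 50% inhibition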;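 note: signal counts dimethyl H3K9 product captured on neutravidin plate; 0% = median of DMSO wells and 100% = 0.3 times that DMSO median; strong numbers were not always called active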
GRK2 inh – inhibitors of human GRK2 displacing RNA aptamer; bead flow cytometry, FAM-aptamer displacement from GRK2; 330,000 compounds, 0.59% hits; P25098; inhibition of aptamer binding, % at 10 µM; AID 488847;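 active = inhibition of aptamer binding above 40%, roughly 3 SD of noise, on plates passing a quality check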;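 note: median bead fluorescence of bound FAM aptamer so fluorescent compounds give negative values; no value below 0 was filed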
Target sequence (P25098 whole entry, looked up): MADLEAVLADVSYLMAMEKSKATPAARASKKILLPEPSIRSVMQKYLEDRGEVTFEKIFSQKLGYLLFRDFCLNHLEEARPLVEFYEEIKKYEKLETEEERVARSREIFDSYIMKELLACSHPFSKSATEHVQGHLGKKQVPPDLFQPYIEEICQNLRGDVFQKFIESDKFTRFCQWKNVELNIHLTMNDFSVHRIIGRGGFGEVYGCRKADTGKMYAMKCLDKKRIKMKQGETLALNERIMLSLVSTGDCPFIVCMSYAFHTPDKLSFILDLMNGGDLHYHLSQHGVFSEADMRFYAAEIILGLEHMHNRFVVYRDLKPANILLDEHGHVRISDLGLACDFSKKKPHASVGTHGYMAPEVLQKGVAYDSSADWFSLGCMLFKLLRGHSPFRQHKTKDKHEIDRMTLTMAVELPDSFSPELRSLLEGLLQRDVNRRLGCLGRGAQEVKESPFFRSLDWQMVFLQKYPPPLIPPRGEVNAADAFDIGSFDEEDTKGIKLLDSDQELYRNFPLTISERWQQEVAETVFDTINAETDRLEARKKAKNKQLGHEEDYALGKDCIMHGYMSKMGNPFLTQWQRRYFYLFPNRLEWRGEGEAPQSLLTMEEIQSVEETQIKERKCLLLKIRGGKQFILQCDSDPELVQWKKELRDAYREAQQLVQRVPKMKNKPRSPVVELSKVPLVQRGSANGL
procasp3 activ – activates human procaspase-3; 330,000 compounds, 0.11% hits; recombinant procaspase-3 D3A, Ac-DEVD-pNA absorbance 405 nm; activation, % at 8.5 µM;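 active = activation above the mean of all tested compounds plus 3 SD, cut at about 21% in these data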;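 note: 0% = DMSO alone and 100% = DMSO wells spiked with extra 5 µM PC-3 D3A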
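Assay system: Autoprocessing-dead procaspase-3 D3A mutant enzyme; also added: Ac-DEVD-pNA; doses: one concentration, 8.5 µM nominal, 0.8% DMSO; times: 1 h compound preincubation, 2 h substrate hydrolysis at 25 °C; technique: 405 nm absorbance of p-nitroaniline, reads at 0 and 120 min; measure: % activation between DMSO and enzyme-spiked controls; repeats: single replicate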
procasp7 counter – activates human procaspase-7, counter-screen for procaspase-3 activators; recombinant procaspase-7, Ac-DEVD-pNA absorbance 405 nm; D23A/D198A/D206A triple mutant, cannot self-cleave; scale: DMSO 0, 5 µM enzyme 100; activation, % at 8.5 µM; 330,000 compounds, 0.093% hits; AID 463210;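 active = percent activation above the screen-wide mean plus 3 SD, cut at about 25% in these data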
Target sequence (P55210 whole entry D23A/D198A/D206A): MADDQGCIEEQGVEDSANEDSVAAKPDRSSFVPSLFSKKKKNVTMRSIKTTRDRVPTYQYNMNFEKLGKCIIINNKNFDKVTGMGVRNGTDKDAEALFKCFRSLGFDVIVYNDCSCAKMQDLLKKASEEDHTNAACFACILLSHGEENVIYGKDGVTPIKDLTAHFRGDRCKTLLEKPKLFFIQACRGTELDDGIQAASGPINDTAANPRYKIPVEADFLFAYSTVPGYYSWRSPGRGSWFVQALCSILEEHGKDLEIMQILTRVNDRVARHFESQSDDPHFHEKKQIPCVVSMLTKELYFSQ
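buffer or medium = Zinc-free HEPES/NaCl buffer, pH 7.4 | material = Procaspase-7 triple mutant (PC-7 D3A) | input = 2 µM procaspase-7 mutant as dispensed | signal = Epi-absorbance of released pNA at 405 nm, two timepoints | timing = 1 h preincubation, 2 h reaction | replicates = singlicate compound testing | evaluation = % activation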
HCV core dimer – blocks dimerization of HCV core protein. TR-FRET GST/Flag-core106 dimerization, 1536-well. inhibition, % at 5 µM. 300,000 compounds, 0.33% hits. AID 1899;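 active = inhibition above the mean of all tested compounds plus 3 SD, set per screening campaign, cut at about 45% in these data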
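Assay system – GST-tagged and Flag-tagged HCV core protein residues 1-106 · Quantity – core106 proteins, GST 13.5 nM and Flag 17 nM · Benchmarks – unlabelled core106 and no-GST-core106 wells · Read-out basis – percent inhibition of core106 dimerization signal · Detection – time-resolved FRET, ex 340 nm, em 617 and 671 nm · Schedule – 4 h at 22.5 °C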
Fh CTSL1 inh – counter-screen for PFM18AAP inhibitors: inhibitors of F. hepatica cathepsin L1; recombinant F. hepatica cathepsin L1, Z-Leu-Arg-MCA fluorescence; inhibition, % at 5.96 µM; 300,000 compounds, 0.49% hits;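 active = inhibition above the mean of all tested compounds plus 3 SD, set per screening campaign, cut at about 17% in these data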;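 note: 0% = plate median of test compound wells and 100% = 1 µM Z-Phe-Ala-diazomethylketone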
PP5 inh – inhibitors of human protein phosphatase 5 (PP5). inhibition, % at 6.7 µM. 320,000 compounds, 0.18% hits. P53041. purified PP5c, OMFP substrate fluorescence. AID 1987;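 active = inhibition above the campaign's mean inhibition across all tested compounds plus 3 SD, cut at about 9.5% in these data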;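 note: 0% = DMSO only and 100% = 100 µM cantharidin control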
Numbers without * were called inactive; ? = inconclusive; nt = not tested or not shown; & = joins results of further samples. Rows were taken by chance; overall some 2.6% were active at least once.

mol,Fh CTSL1 inh,PP5 inh,GASC-1 inh,procasp3 activ,GRK2 inh,procasp7 counter,PP1 counter,VLA-4 inh,HCV core dimer
CC/C(=N/N=C(\CC)c1ccccc1)c1ccccc1,1.1,-0.6,-3.9,6.9,nt,-0.6,-2.4,8.4,-20.2
Cc1nn(-c2ccccc2)c(C)c1C(=O)OCC(=O)N1c2ccccc2NC(=O)C1(C)C,-1.9,5.4,11.6,-2.0,2.0,1.7,-1.0,-10.7,2.4
CC(NC(=O)C12CC3CC(CC(C3)C1)C2)c1ccc(F)cc1 (stereo not drawn),-4.3,1.7,-5.9,2.2,0.0,-5.2,-3.4,3.0,-9.2
COc1ccc(S(=O)(=O)N(C)C[C@H]2Oc3c(cccc3N(C)C)C(=O)N([C@H](C)CO)C[C@@H]2C)cc1,nt,nt,19.8,2.3,10.0,-6.9,nt,2.7,nt
C=CCSc1nnc(NC(=O)C2CC(=O)N(c3ccc4c(c3)OCCO4)C2)s1 (stereo not drawn),nt,nt,14.2,-0.3,1.0,6.5,nt,7.0,nt
CNc1ccc(C(=O)OCC(=O)NCc2ccc3c(c2)OCO3)cc1[N+](=O)[O-],nt,2.6,11.7,5.0,0.0,-9.6,1.5,2.3,nt
COc1ccc2[nH]c(=O)c(C(c3nnnn3C(C)(C)C)N(Cc3ccco3)CC3CCCO3)cc2c1 (stereo not drawn),1.9,4.8,4.6,-5.8,4.0,-11.9,-2.6,9.1,1.4
COc1ccc(C2=NN(C(=O)CSc3nnc(C)c(=O)n3N)C(c3ccco3)C2)cc1 (stereo not drawn),4.4,1.3,-27.1,3.1,1.0,-8.2,7.5,0.6,0.8
COc1ccc(/C(C)=N/Nc2nc3ccccc3n3cnnc23)cc1OC,-1.5,1.5,-4.8,2.3,3.0,-1.4,-0.6,8.7,4.5
CCCn1c(N)c(C(=O)CSc2nc3ncc(Cl)cc3[nH]2)c(=O)[nH]c1=O,nt,1.0,25.7,13.9,0.0,-6.9,-4.5,7.9,nt
Clc1ccccc1-c1nc(-c2ccc(Br)o2)no1,-3.8,3.7,0.7,4.5,0.0,2.4,-2.9,15.7,0.7
CCCN(CCC)S(=O)(=O)c1ccc(C(=O)Nc2nnc(-c3cccc(OC)c3)o2)cc1,2.0,1.7,-21.0,0.2,5.0,1.8,3.2,12.9,3.7
O=C(NCCOc1cccc(Cl)c1Cl)c1cc(-n2cnnc2)ccc1Cl,10.8,-2.2,-30.8,-8.6,0.0,3.2,-2.2,-1.5,6.1
Cc1ccccc1NC(=O)c1ccc2ccccc2c1,0.0,0.7,-1.2,0.9,3.0,0.5,-0.7,-6.4,9.3
CN1/C(=C\C(=O)COC(=O)c2ccc([N+](=O)[O-])o2)C(C)(C)c2ccccc21,-2.1,3.5,8.5,2.9,2.0,-7.3,-0.2,-29.5,-7.5
CC(=O)Nc1cccc(C(=O)Nc2cccc(S(=O)(=O)NCc3ccco3)c2)c1,nt,0.1,-15.6,3.4,3.0,0.7,-1.4,-7.8,nt

6 entries from above, with values under each structure.
The line under a structure holds: Fh CTSL1 inh, PP5 inh, GASC-1 inh, procasp3 activ, GRK2 inh, procasp7 counter, PP1 counter, VLA-4 inh, HCV core dimer
Clc1ccccc1-c1nc(-c2ccc(Br)o2)no1
 : -3.8, 3.7, 0.7, 4.5, 0.0, 2.4, -2.9, 15.7, 0.7
CCCN(CCC)S(=O)(=O)c1ccc(C(=O)Nc2nnc(-c3cccc(OC)c3)o2)cc1
 : 2.0, 1.7, -21.0, 0.2, 5.0, 1.8, 3.2, 12.9, 3.7
O=C(NCCOc1cccc(Cl)c1Cl)c1cc(-n2cnnc2)ccc1Cl
 : 10.8, -2.2, -30.8, -8.6, 0.0, 3.2, -2.2, -1.5, 6.1
Cc1ccccc1NC(=O)c1ccc2ccccc2c1
 : 0.0, 0.7, -1.2, 0.9, 3.0, 0.5, -0.7, -6.4, 9.3
CN1/C(=C\C(=O)COC(=O)c2ccc([N+](=O)[O-])o2)C(C)(C)c2ccccc21
 : -2.1, 3.5, 8.5, 2.9, 2.0, -7.3, -0.2, -29.5, -7.5
CC(=O)Nc1cccc(C(=O)Nc2cccc(S(=O)(=O)NCc3ccco3)c2)c1
 : nt, 0.1, -15.6, 3.4, 3.0, 0.7, -1.4, -7.8, nt

More structures follow:
mol,Fh CTSL1 inh,PP5 inh,GASC-1 inh,procasp3 activ,GRK2 inh,procasp7 counter,PP1 counter,VLA-4 inh,HCV core dimer
CC(=O)c1ccc(-c2nc3ccccc3n2C)o1,2.8,-1.5,14.7,5.2,0.0,4.5,-3.0,-4.4,3.3
Cc1ccc(S(=O)(=O)N2CCN(CC(=O)N3CCOCC3)CC2)cc1,-6.1,3.3,-9.6,3.5,0.0,7.2,2.7,-4.2,-9.0
CC12CCC(C[N+](C)(C)C1)C2(C)C (stereo not drawn),-6.0,-1.1,-1.2,1.1,2.0,-0.2,-0.7,4.1,-0.2
Cc1ccc(OCCC(=O)OCC(=O)c2c(N)n(C)c(=O)n(C)c2=O)cc1,-24.9,1.5,?,2.0,0.0,1.1,-8.8,5.7,2.4
O=C(NCc1cn2ccccc2n1)c1ccc2c(c1)OCO2,-2.2,-2.4,-2.2,-7.7,2.0,8.8,0.7,6.3,-0.8
CCc1nnc(NC(=O)Cn2c(=O)oc3ccccc32)s1,-1.1,-0.1,13.0,7.0,0.0,4.6,-0.9,-7.7,-2.9
CCc1cccc(OCC(=O)Nc2c[nH]c(=O)[nH]c2=O)c1,-7.8,0.7,-14.9,3.5,0.0,-2.6,-4.4,-4.5,1.4
Cc1ccc2cc(CCNC(=O)c3c(-c4ccccc4Cl)noc3C)c(=O)[nH]c2c1,-1.9,-1.6,2.0,4.4,1.0,0.4,57.5*,-17.1,-1.9
Cc1cc(N(CCO)CCO)ccc1C(c1ccc(N(CCO)CCO)cc1C)c1ccccc1Cl,1.2,0.4,-2.2,-3.2,1.0,0.5,1.7,7.4,6.6
CS(=O)(=O)c1ccc2nc(NC(=O)Nc3ccc(Cl)cc3)sc2c1,-1.4,-2.2,-33.2,-5.3,0.0,7.8,3.7,11.3,6.2
O=C(CSc1nc(-c2cccs2)cc(C(F)(F)F)n1)NCCCn1ccnc1,3.3,-0.7,-17.0&-0.9,-3.9,2.0,3.9,-0.9,-5.5,-0.8
O=C1c2ccccc2C(=O)c2c1ncn2-c1ccccc1,0.1,0.2,-34.1,-5.0,6.0,4.8,2.8,11.1,0.7
COc1cc(Cl)ccc1OCc1cc(C(=O)N(C)C2CCOC2)no1 (stereo not drawn),1.5,-0.7,-1.5,8.9,0.0,1.2,1.9,13.9,-2.0
CC1CCN(C(=O)CSc2nnc(-c3cccnc3)n2C2CCCCC2)CC1,1.5,-0.6,-4.1&-6.8,6.1,0.0,2.0,3.5,9.3,0.3
O=C(NC1CCCCC1)C(c1ccc(Cl)cc1)N(C(=O)c1cnccn1)c1ccc2c(c1)OCO2 (stereo not drawn),-5.1,2.0,?,9.7,3.0,2.1,-3.9,7.2,7.6
Cc1ccc(NC(=O)CN2C(=O)NC3(CCCC3)C2=O)c(Cl)c1,-4.2,2.5,-17.9,8.0,1.0,-3.7,0.1,0.8,-3.1
COc1ccc(C(=O)NC2CCCc3c2cnn3-c2ccccc2F)cc1OC (stereo not drawn),-0.6,-0.8,8.4,-2.0,4.0,6.0,1.4,5.6,4.5
Cc1c(CCO)c(=O)n(C)n1C(=O)c1ccc(F)cc1,-4.7,2.2,11.5,3.1,1.0,5.8,-0.9,-14.0,-4.5
Cc1cc(=O)[nH]c(SCC(=O)O)c1C#N,-2.1,-1.0,-3.8,-4.6,0.0,-1.0,-3.6,1.8,-4.2
CC1(C(=O)Nc2c(F)c(F)c(F)c(F)c2F)CC1(Br)Br (stereo not drawn),3.4,-2.6,-0.8,-12.7,4.0,4.5,0.7,4.3,-1.8
Cc1c(Cl)ccc(S(=O)(=O)Nc2cccnc2)c1Cl,-2.8,2.0,-0.5,1.8,1.0,7.5,0.3,3.7,-1.2
O=C(O)C1CCCCC1C(=O)NC1C2CC3CC(C2)CC1C3 (stereo not drawn),-1.6,1.0,-8.3,-1.9,0.0,-13.3,1.1,4.9,-10.3
c1ccc2[nH]c(CCCCc3nc4ccccc4[nH]3)nc2c1,-1.9,2.0,8.7,1.8,1.0,0.2,1.0,3.6,1.3
O=C(Nc1nnc(CCc2ccccc2)s1)c1ccco1,2.7,0.3,1.1,2.5,2.0,-7.6,2.9,10.5,-2.9
CCCS(=O)(=O)c1c(S(=O)(=O)CCC)c2ccc(C(C)=O)cn2c1C(=O)OC,1.2,1.8,7.0,2.5,3.0,-0.8,-0.8,0.3,-3.2
O=C(CS(=O)(=O)c1ccccc1)Nc1cccnc1,-4.4,-1.1,5.2,-8.7,1.0,6.7,-6.5,6.0,0.0
Clc1cccc(Cl)c1NC1=NCCC1,-5.9,2.7,10.7,-6.4,0.0,-17.8,-4.9,6.9,0.5
C=CCc1cc(C)ccc1OCCOCCN1CCN(C)CC1,-2.9,3.7,5.2,5.0,0.0,1.7,-1.2,6.0,8.2
O=C(N=C1SC2CS(=O)(=O)CC2N1c1ccc(Br)cc1)C1CCCO1 (stereo not drawn),4.2,-1.1,?,-3.5,0.0,2.5,-5.2,5.4,2.9
O=S(=O)(/N=C(/Nc1cccc2ccccc12)c1ccccc1)c1cccs1,3.8,0.1,16.2,4.0,0.0,3.9,2.9,-15.7,4.4
CN(C)NC(=O)c1ccc([N+](=O)[O-])s1,3.4,1.6,0.8,-9.4,4.0,2.1,-5.5,-0.5,-2.6
COc1ccc(/C=C(\C#N)C(=O)OCC(=O)Nc2ccc(-c3nc4ccc(C)cc4s3)cc2)cc1,3.3,-1.1,1.4,0.6,1.0,-7.1,-3.2,1.1,8.1
CCCCN(CCCC)Cc1ccc(C(=O)NNC(=O)Nc2ccc(Cl)cc2)o1,-11.0,-0.4,11.1,0.8,0.0,4.3,-0.7,4.4,-0.6
O=C(CN1C(=O)C2CC=C(Cl)CC2C1=O)Nc1ccc(C(=O)O)cc1 (stereo not drawn),5.2,1.2,-9.0,-0.5,2.0,10.8,-0.5,-10.8,-6.0
